UHRF1 binding – UHRF1 methyl-DNA binding inhibition. UHRF1 binding to methylated oligo, TR-FRET. inhibition, % at 4.4 µM. actives 0.75% (n = 370,000). AID 687016; in the data active means inhibition above about 21%;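 further: UHRF1 SRA domain binding a hemimethylated CpG hairpin DNA probe; 0% = median of test compound wells and 100% = reference inhibitor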
HTRA1 inhibitor – inhibitors of human serine peptidase HTRA1. Q92743. recombinant HTRA1, FP-rhodamine activity-based probe, fluorescence polarization. inhibition, % at 5.96 µM. actives 0.5% (n = 340,000); in the data active means inhibition above about 36%;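 further: 0% = enzyme with DMSO and 100% = wells lacking enzyme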
PRMT1 inh – blocks human protein arginine methyltransferase 1 | Q99873 | recombinant PRMT1, activity-based probe fluorescence polarization | inhibition, % at 2.79 µM | actives 1.3% (n = 370,000) | AID 652257;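 active means inhibition above about 21% made by adding two undisclosed values, limit read from the data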
Target sequence (Q99873 whole entry, looked up): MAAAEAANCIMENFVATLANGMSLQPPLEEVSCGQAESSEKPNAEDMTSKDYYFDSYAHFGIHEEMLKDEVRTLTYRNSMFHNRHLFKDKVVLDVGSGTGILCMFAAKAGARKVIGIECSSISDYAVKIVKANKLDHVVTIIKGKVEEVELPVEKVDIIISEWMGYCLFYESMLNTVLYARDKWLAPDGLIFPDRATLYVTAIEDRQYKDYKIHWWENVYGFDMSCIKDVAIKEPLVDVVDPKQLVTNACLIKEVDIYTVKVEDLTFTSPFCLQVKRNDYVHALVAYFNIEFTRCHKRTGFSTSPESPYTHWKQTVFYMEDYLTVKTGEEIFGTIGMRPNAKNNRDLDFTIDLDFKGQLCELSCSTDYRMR
TCR-CD3 inh – human TCR-CD3 binding inhibition; TAMRA-labeled TCR probe fluorescence, biochemical; inhibition, % at 9.4 µM; actives 0.37% (n = 360,000); AID 651800; in the data active means inhibition above about 19%;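 further: recombinant mutant TCR 2C K166C tagged with TAMRA read by polarization; 0% = receptor in buffer alone and 100% = receptor with positive control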
mABHD4 FP – inhibits mouse alpha/beta hydrolase domain 4 | actives 0.54% (n = 370,000) | Q8VD66 | inhibition, % at 8.92 µM | purified mABHD4, FP-Rh probe fluorescence polarization;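 active means inhibition exceeding the mean over every tested compound plus 3 SD, cut at about 30% in these data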;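 further: 0% = plate median of compound wells and 100% = S159A mutant with DMSO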
Target sequence (Q8VD66 whole entry, looked up, the tested form may be a part): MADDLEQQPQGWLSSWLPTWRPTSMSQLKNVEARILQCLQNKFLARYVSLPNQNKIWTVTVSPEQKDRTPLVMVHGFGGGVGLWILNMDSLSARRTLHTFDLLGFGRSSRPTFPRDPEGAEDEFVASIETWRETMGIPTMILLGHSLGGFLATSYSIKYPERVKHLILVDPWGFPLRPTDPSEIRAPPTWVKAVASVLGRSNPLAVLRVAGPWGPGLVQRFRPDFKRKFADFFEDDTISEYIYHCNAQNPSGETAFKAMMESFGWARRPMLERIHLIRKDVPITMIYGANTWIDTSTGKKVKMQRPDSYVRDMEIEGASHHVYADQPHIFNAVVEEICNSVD
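Test system: mABHD4 protein | Buffer or medium: HEPES pH 7.0 buffer, 150 mM NaCl, 0.01% Pluronic F-127 | Probe or stimulus: FP-Rh fluorescent activity-based probe, added after compound pre-incubation | Timing: Pre-incubation 45 min, probe exposure 60 min, at 25 °C | Technique: Fluorescence polarization, excitation 525 nm, emission 598 nm, BODIPY TMR filters | Repeats: Single well per compound (singlicate)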
PG9 binder – binds the HIV-1 gp120 antibody PG9; TR-FRET gp120-PG9 antibody binding; inhibition, % at 6.7 µM; actives 0.43% (n = 360,000); AID 624416; in the data active means inhibition above about 8.5%
LEDGF integ inh – blocks HIV-1 LEDGF/p75-dependent DNA integration; actives 0.64% (n = 370,000); TR-FRET IN-LEDGF/p75 DNA integration, Eu/Cy5; inhibition, % at 3.7 µM; AID 743269;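 active means inhibition above the screen-wide mean plus 3 SD, cut at about 13% in these data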;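 further: signal is the Cy5 over europium emission ratio at 671 and 618 nm; 0% = plate median of compound wells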
Tn7 DDE FP – DD(E)-Tn7 binding inhibition, primary FP screen; FP displacement of FITC-Tn7 peptide from fibrin DD(E); 0% = median of compound wells per plate; inhibition, % at 8.3 µM; P02675; actives 0.13% (n = 370,000); AID 720508;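 active means inhibition above the mean of compounds falling within the control limits plus 3 SD of them, cut at about 14% in these data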;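 further: 0% = plate median of compound wells and 100% = 10 µM Aha-Tn7 peptide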
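Assay system: Fibrin-DD(E) protein isolated from polymerized human fibrin clots; read-out basis: percent inhibition; medium: Tris/NaCl/CaCl2 buffer, pH 7.8; signal: FP measurement; incubation: 10 min plus 3 h, room temperature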
SIAE inh – blocks human sialic acid acetylesterase; SIAE FP-Rh probe binding, fluorescence polarization; inhibition, % at 9.66 µM; actives 0.69% (n = 370,000); AID 1053197;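 active means inhibition above a cutoff: mean of compounds within the control limits plus 3 SD of those, cut at about 17% in these data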;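 further: 0% = plate median of compound wells and 100% = probe without SIAE protein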
TDP2 inh – TDP2 (human) inhibition, absorbance primary screen | O95551 | inhibition, % at 12.8 µM | AID 720702 | recombinant TDP2, T5PNP hydrolysis, p-nitrophenol absorbance 415 nm | actives 0.34% (n = 370,000);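 active means inhibition above the mean of all tested compounds plus 3 SD, set per campaign, cut at about 25% in these data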;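 further: 0% = DMSO with enzyme and 100% = buffer with substrate but no TDP2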
Target sequence (O95551 whole entry, looked up): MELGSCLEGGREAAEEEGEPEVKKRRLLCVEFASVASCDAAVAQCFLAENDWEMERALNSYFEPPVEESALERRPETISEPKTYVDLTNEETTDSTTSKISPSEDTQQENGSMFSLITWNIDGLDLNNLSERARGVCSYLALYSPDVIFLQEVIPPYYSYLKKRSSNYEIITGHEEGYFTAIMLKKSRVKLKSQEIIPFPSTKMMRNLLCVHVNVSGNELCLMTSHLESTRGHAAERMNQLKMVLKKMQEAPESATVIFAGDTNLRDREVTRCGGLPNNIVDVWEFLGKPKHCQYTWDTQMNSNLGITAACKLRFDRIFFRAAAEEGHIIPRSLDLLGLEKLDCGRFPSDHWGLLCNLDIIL
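test system = human TDP2 enzyme | input = TDP2 enzyme at 120 nM final | medium = 50 mM Tris-HCl pH 7.5 with Mg2+, KCl, DTT, BSA | also added = T5PNP substrate, 5 mM | times = 2 h at 37 °C | technique = epi absorbance | benchmarks = high control without enzyme, low control DMSO plus TDP2 | replication = each compound tested once, singlicate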
Active calls of the source: *. The order is random. Share with any hit: about 4.2%.

For O=C(NCc1cccs1)c1ccc(CS(=O)Cc2cccc(Cl)c2)o1 (centres undefined) the results were UHRF1 binding 2, HTRA1 inhibitor -1, PRMT1 inh 1, TCR-CD3 inh -1, mABHD4 FP 5, PG9 binder 1.6, LEDGF integ inh -2, Tn7 DDE FP 1, SIAE inh 4 and TDP2 inh 9.
For CC12CN3CC(C)(CN(C1)C3c1ccc3c(c1)OCO3)C2O (centres undefined) the results were UHRF1 binding 4, HTRA1 inhibitor 4, PRMT1 inh -1, TCR-CD3 inh 0, mABHD4 FP -6, PG9 binder -1.1, LEDGF integ inh -2, Tn7 DDE FP -1, SIAE inh 6 and TDP2 inh -12.
For Cc1cc(=O)oc2c1c(C)nn2-c1nn[nH]n1 the results were UHRF1 binding 0, HTRA1 inhibitor 6, PRMT1 inh 0, TCR-CD3 inh -3, mABHD4 FP -3, PG9 binder -0.4, LEDGF integ inh -4, Tn7 DDE FP 4, SIAE inh -6 and TDP2 inh -5.
`COc1cc(C(=O)OCC(=O)N2CCC(Cc3ccccc3)CC2)cc(OC)c1OC` gave UHRF1 binding -1, HTRA1 inhibitor -1, PRMT1 inh 1, TCR-CD3 inh 4, mABHD4 FP -4, PG9 binder -0.4, LEDGF integ inh -8, Tn7 DDE FP 4, SIAE inh 10 and TDP2 inh -6.
CCCCOc1cccc(C(=O)Nc2ccc(NC(=O)c3ccco3)cc2)c1 was read as UHRF1 binding 0, HTRA1 inhibitor -8, PRMT1 inh -5, TCR-CD3 inh -6, mABHD4 FP -2, PG9 binder -0.7, LEDGF integ inh -1, Tn7 DDE FP -2, SIAE inh -7 and TDP2 inh 7.
`CC(C)=CCCC(C)CN(C)CCc1ccccn1` (centres undefined) gave UHRF1 binding 1, HTRA1 inhibitor 2, PRMT1 inh -3, TCR-CD3 inh 7, mABHD4 FP 5, PG9 binder -0.7, LEDGF integ inh 1, Tn7 DDE FP -6, SIAE inh 4 and TDP2 inh 6.
O=C(c1ccc(Cl)cc1)N1CCN(c2ccnc3cc(Cl)ccc23)CC1 was read as UHRF1 binding -1, HTRA1 inhibitor -14, PRMT1 inh -5, TCR-CD3 inh 5, mABHD4 FP -4, PG9 binder 0.5, LEDGF integ inh 2, Tn7 DDE FP -14, SIAE inh -4 and TDP2 inh -15.
Screening O=[N+]([O-])c1cccc(S(=O)(=O)Nc2ccccn2)c1 returned UHRF1 binding 0, HTRA1 inhibitor 0, PRMT1 inh -1, TCR-CD3 inh 0, mABHD4 FP 1, PG9 binder 1.3, LEDGF integ inh 0, Tn7 DDE FP 6, SIAE inh 2 and TDP2 inh 3.
For O=C(O)C1=C(OCc2ccc(F)c(F)c2)C(=O)NCC1 the results were UHRF1 binding -2, PRMT1 inh -2, TCR-CD3 inh 7, mABHD4 FP 0, PG9 binder -2.4, LEDGF integ inh -1, Tn7 DDE FP 6, SIAE inh -1 and TDP2 inh 1.
`COc1cc2cnc(-c3ccccc3)c(-c3ccc([N+](=O)[O-])cc3)c2cc1OC` gave UHRF1 binding 6, HTRA1 inhibitor -5, PRMT1 inh -1, TCR-CD3 inh 7, mABHD4 FP -8, PG9 binder -2.2, LEDGF integ inh 0, Tn7 DDE FP -2, SIAE inh 1 and TDP2 inh 7.
`CN(C)c1ccc(C(C[N+](=O)[O-])c2c(N)n(C)c(=O)n(C)c2=O)c(F)c1C#N` (centres undefined) gave UHRF1 binding -4, HTRA1 inhibitor 7, PRMT1 inh 9, TCR-CD3 inh -5, mABHD4 FP -1, PG9 binder -0.8, LEDGF integ inh -3, Tn7 DDE FP 0, SIAE inh -4 and TDP2 inh -4.
`CN(C)S(=O)(=O)c1cccc(NC(=O)CSc2nc3ccccc3[nH]2)c1` gave UHRF1 binding 4, HTRA1 inhibitor -18, PRMT1 inh 9, TCR-CD3 inh 0, mABHD4 FP -10, PG9 binder -1.7, LEDGF integ inh -4, Tn7 DDE FP 1, SIAE inh -6 and TDP2 inh -7.

The list goes on; the last two above are carried over.
`CN(C)c1ccc(C(C[N+](=O)[O-])c2c(N)n(C)c(=O)n(C)c2=O)c(F)c1C#N` (centres undefined) gave UHRF1 binding -4, HTRA1 inhibitor 7, PRMT1 inh 9, TCR-CD3 inh -5, mABHD4 FP -1, PG9 binder -0.8, LEDGF integ inh -3, Tn7 DDE FP 0, SIAE inh -4 and TDP2 inh -4.
`CN(C)S(=O)(=O)c1cccc(NC(=O)CSc2nc3ccccc3[nH]2)c1` gave UHRF1 binding 4, HTRA1 inhibitor -18, PRMT1 inh 9, TCR-CD3 inh 0, mABHD4 FP -10, PG9 binder -1.7, LEDGF integ inh -4, Tn7 DDE FP 1, SIAE inh -6 and TDP2 inh -7.
For CSc1nnc(-c2ccc(C(F)(F)F)cn2)o1 the results were UHRF1 binding 0, PRMT1 inh 0, TCR-CD3 inh -2, mABHD4 FP 6, PG9 binder 0.2, LEDGF integ inh -4, Tn7 DDE FP 6, SIAE inh -5 and TDP2 inh 8.
For COc1ccc(C(=O)C2CCCN(Cc3cnc(N4CCCC4)s3)C2)cc1OC (centres undefined) the results were UHRF1 binding 1, HTRA1 inhibitor -2, PRMT1 inh 1, TCR-CD3 inh 2, mABHD4 FP -1, PG9 binder -0.3, LEDGF integ inh -2, Tn7 DDE FP 2, SIAE inh 0 and TDP2 inh -4.
`O=C1CC(c2ccsc2)Sc2ccccc2N1` (centres undefined) gave UHRF1 binding 3, HTRA1 inhibitor 2, PRMT1 inh 3, TCR-CD3 inh 0, mABHD4 FP -6, PG9 binder 1.6, LEDGF integ inh -1, Tn7 DDE FP 1, SIAE inh -4 and TDP2 inh -6.
`CC1CC(C)(C)NC(=S)N1CC(=O)NCc1ccc(F)cc1` (centres undefined) gave UHRF1 binding -1, HTRA1 inhibitor 7, PRMT1 inh 0, TCR-CD3 inh 1, mABHD4 FP 5, PG9 binder -0.6, LEDGF integ inh -3, Tn7 DDE FP 8, SIAE inh 11 and TDP2 inh 5.
For COC(=O)c1ccc(COC(=O)CCC(=O)c2cccs2)cc1 the results were UHRF1 binding 10, HTRA1 inhibitor -3, PRMT1 inh -1, TCR-CD3 inh 6, mABHD4 FP 1, PG9 binder 0.1, LEDGF integ inh -2, Tn7 DDE FP 6, SIAE inh 10 and TDP2 inh 9.
`COc1ccc(/C=C(/C#N)C(=O)Nc2cccc([N+](=O)[O-])c2)cc1C(=O)O` gave UHRF1 binding 4, HTRA1 inhibitor 3, PRMT1 inh 3, TCR-CD3 inh 0, mABHD4 FP -5, PG9 binder 0.4, LEDGF integ inh 3, Tn7 DDE FP 4, SIAE inh 7 and TDP2 inh -8.
C=CCN(CC#Cc1ccccc1)CC1CC1 was read as UHRF1 binding -1, PRMT1 inh -1, mABHD4 FP -4, LEDGF integ inh 0, Tn7 DDE FP 6, SIAE inh 5 and TDP2 inh 7.
`COc1ccccc1C1(CC(=O)N2CCOCC2)CCOC(C(C)C)C1` (centres undefined) gave UHRF1 binding 1, HTRA1 inhibitor 0, PRMT1 inh -3, TCR-CD3 inh -3, mABHD4 FP 1, PG9 binder -0.3, LEDGF integ inh -1, Tn7 DDE FP 1, SIAE inh 2 and TDP2 inh -2.
`CCC1CCCCN1C(=O)CSc1nc2c(c(=O)n1C)SC(C)C2` (centres undefined) gave UHRF1 binding -4, HTRA1 inhibitor 2, PRMT1 inh 1, TCR-CD3 inh 4, mABHD4 FP -10, PG9 binder 0.0, LEDGF integ inh 2, Tn7 DDE FP 1, SIAE inh 9 and TDP2 inh 1.
N#Cc1cccc(NC(=O)OCCN2C(=O)CCC23CCC(c2ccc(Cl)cc2)CC3)c1 (centres undefined) was read as UHRF1 binding -1, PRMT1 inh -2, mABHD4 FP 1, LEDGF integ inh 1, Tn7 DDE FP -4, SIAE inh -1 and TDP2 inh 7.
`O=C(Nc1ccccc1)n1ccc2ccc(-c3ccc4cc[nH]c4c3)cc21` gave UHRF1 binding -2, PRMT1 inh 5, mABHD4 FP -21, LEDGF integ inh -2, Tn7 DDE FP 6, SIAE inh -10 and TDP2 inh -4.
`CCCCN(Cc1cc2ccccc2[nH]c1=O)C(=O)c1ccccn1` gave UHRF1 binding 1, HTRA1 inhibitor 0, PRMT1 inh -1, TCR-CD3 inh -4, mABHD4 FP 4, PG9 binder 2.3, LEDGF integ inh 2, Tn7 DDE FP 5, SIAE inh -1 and TDP2 inh -12.
For CCOc1ccc(C(=O)CN2CCN(S(=O)(=O)c3ccc(F)cc3)CC2)cc1 the results were UHRF1 binding -1, HTRA1 inhibitor -7, PRMT1 inh 0, TCR-CD3 inh -2, mABHD4 FP -6, PG9 binder -1.7, LEDGF integ inh 0, Tn7 DDE FP -2, SIAE inh 3 and TDP2 inh -7.
For O=S(=O)(N/N=C1\CC(c2ccccc2)Oc2ccccc21)c1ccccc1 (centres undefined) the results were UHRF1 binding -2, HTRA1 inhibitor -9, PRMT1 inh -1, TCR-CD3 inh 0, mABHD4 FP -24, PG9 binder -2.1, LEDGF integ inh 7, Tn7 DDE FP 3, SIAE inh -2 and TDP2 inh -1.
For COc1cc(NC(=O)c2c(OC)cccc2OC)ccc1NC(=O)c1cc2ccccc2o1 the results were UHRF1 binding -3, HTRA1 inhibitor -40, PRMT1 inh 5, TCR-CD3 inh 5, mABHD4 FP -44, PG9 binder -0.3, LEDGF integ inh 0, Tn7 DDE FP 2, SIAE inh -6 and TDP2 inh 9.
CCOC(=O)c1c(S(=O)(=O)N(C)Cc2ccccc2)c(C)n(C)c1C was read as UHRF1 binding 2, HTRA1 inhibitor 2, PRMT1 inh -2, TCR-CD3 inh -4, mABHD4 FP -13, PG9 binder 1.1, LEDGF integ inh 2, Tn7 DDE FP 4, SIAE inh 0 and TDP2 inh -5.

At a glance, part of the list above:
For O=S(=O)(N/N=C1\CC(c2ccccc2)Oc2ccccc21)c1ccccc1 (centres undefined) the results were UHRF1 binding -2, HTRA1 inhibitor -9, PRMT1 inh -1, TCR-CD3 inh 0, mABHD4 FP -24, PG9 binder -2.1, LEDGF integ inh 7, Tn7 DDE FP 3, SIAE inh -2 and TDP2 inh -1.
For COc1cc(NC(=O)c2c(OC)cccc2OC)ccc1NC(=O)c1cc2ccccc2o1 the results were UHRF1 binding -3, HTRA1 inhibitor -40, PRMT1 inh 5, TCR-CD3 inh 5, mABHD4 FP -44, PG9 binder -0.3, LEDGF integ inh 0, Tn7 DDE FP 2, SIAE inh -6 and TDP2 inh 9.
CCOC(=O)c1c(S(=O)(=O)N(C)Cc2ccccc2)c(C)n(C)c1C was read as UHRF1 binding 2, HTRA1 inhibitor 2, PRMT1 inh -2, TCR-CD3 inh -4, mABHD4 FP -13, PG9 binder 1.1, LEDGF integ inh 2, Tn7 DDE FP 4, SIAE inh 0 and TDP2 inh -5.

Screening data: PubChem BioAssay, The Scripps Research Institute Molecular Screening Center
